# 3CLpro inhibitor = SARS-CoV 3CLpro protease inhibition | P0C6X7 | recombinant SARS-CoV 3CLpro, quenched FRET peptide cleavage | inhibition, % at 6 µM | actives 0.14% (n = 290,000); in the data active = inhibition above about 12%
# Y pestis TopoI = Y. pestis Topo-I inhibition via cleavage products | actives 0.064% (n = 360,000) | activity, % at 10 µM | Y. pestis Topo-I cleavage product accumulation, plate reader; in the data active = activity above about 50%, passing the limit was not always enough; inconclusive = no clear call, values can overlap the other calls; note: inactives centre near 2
# PfHsp40 yeast = compounds rescuing yeast from Plasmodium falciparum HSP40 toxicity. actives 0.68% (n = 340,000). S. cerevisiae expressing PfHsp40, growth rescue, ATP luminescence. growth rescue, % at 12.5 µM; in the data active = growth rescue above about 28%, passing the limit was not always enough; inconclusive = no clear call, values can overlap the other calls;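 note: yeast W303a lacking pdr1 and pdr3 grown in galactose medium; growth measured after three days at 30 °C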
# TcdB GH inh = blocks C. difficile toxin B glycohydrolase activity. TcdB glycohydrolase enzymatic assay, plate reader. inhibition, % at 9.99 µM. actives 0.24% (n = 350,000). AID 652162; in the data active = inhibition above about 10%
# PriA SSB inh = K. pneumoniae PriA-SSBct interaction inhibition; AlphaScreen SSBct-PriA binding, biotinylated peptide; inhibition, % at 33 µM; actives 0.6% (n = 430,000); in the data active = inhibition mostly above about 37%, no sharp cut-off; inactive = mostly below about 20%;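 note: plate controls were negative control peptide for no effect and reference peptide for full effect; strong numbers were not always called active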
# BoNT-A LC inh2 = inhibitors of Botulinum neurotoxin A light chain protease; multiplex microsphere protease substrate cleavage, flow cytometry; inhibition, % at 10 µM; actives 0.17% (n = 360,000); note: plate controls were buffer without enzyme for full effect and enzyme alone for no effect
# CCHF vOTU inh = blocks the CCHF virus ovarian tumor domain protease; CCHFV vOTU protease, Pep-AMC fluorescence; inhibition, % at 11.5 µM; actives 0.55% (n = 370,000); AID 651958; in the data active = inhibition above about 30%; note: 0% = vehicle wells with enzyme and 100% = no enzyme wells
# DUSP3 inh = DUSP3 (human) phosphatase inhibition. P51452. recombinant VHR phosphatase, pNPP absorbance. inhibition, % at 13.3 µM. actives 0.52% (n = 290,000). AID 1654; in the data active = inhibition above about 50%; note: some compounds called inactive have numbers as strong as hits
# Target sequence (P51452 whole entry, looked up): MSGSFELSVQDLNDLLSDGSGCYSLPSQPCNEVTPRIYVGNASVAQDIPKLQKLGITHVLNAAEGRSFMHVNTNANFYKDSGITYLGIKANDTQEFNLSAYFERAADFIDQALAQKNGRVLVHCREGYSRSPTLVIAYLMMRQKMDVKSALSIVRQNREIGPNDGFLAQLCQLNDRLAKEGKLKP
# Vc quorum ag = quorum light induction in luxS cqsA deficient V. cholerae; V. cholerae BH1578 lux reporter, luminescence, 6 h; activation, % at 18.7 µM; actives 0.16% (n = 350,000); in the data active = activation mostly above about 9.7%, no sharp cut-off; inconclusive = no clear call, values can overlap the other calls; inactive = mostly below about 3.7%; note: not every result past the cut was called active; inactives centre near 0; reference of the scale not given here
# Anthrax LF prot = blocks Bacillus anthracis lethal factor protease | P15917 | multiplex microsphere protease cleavage assay, LF | inhibition, % at 10 µM | actives 0.12% (n = 360,000) | AID 588501; note: plate controls were buffer without enzyme for full effect and enzyme alone for no effect
# Target sequence (P15917 whole entry, looked up): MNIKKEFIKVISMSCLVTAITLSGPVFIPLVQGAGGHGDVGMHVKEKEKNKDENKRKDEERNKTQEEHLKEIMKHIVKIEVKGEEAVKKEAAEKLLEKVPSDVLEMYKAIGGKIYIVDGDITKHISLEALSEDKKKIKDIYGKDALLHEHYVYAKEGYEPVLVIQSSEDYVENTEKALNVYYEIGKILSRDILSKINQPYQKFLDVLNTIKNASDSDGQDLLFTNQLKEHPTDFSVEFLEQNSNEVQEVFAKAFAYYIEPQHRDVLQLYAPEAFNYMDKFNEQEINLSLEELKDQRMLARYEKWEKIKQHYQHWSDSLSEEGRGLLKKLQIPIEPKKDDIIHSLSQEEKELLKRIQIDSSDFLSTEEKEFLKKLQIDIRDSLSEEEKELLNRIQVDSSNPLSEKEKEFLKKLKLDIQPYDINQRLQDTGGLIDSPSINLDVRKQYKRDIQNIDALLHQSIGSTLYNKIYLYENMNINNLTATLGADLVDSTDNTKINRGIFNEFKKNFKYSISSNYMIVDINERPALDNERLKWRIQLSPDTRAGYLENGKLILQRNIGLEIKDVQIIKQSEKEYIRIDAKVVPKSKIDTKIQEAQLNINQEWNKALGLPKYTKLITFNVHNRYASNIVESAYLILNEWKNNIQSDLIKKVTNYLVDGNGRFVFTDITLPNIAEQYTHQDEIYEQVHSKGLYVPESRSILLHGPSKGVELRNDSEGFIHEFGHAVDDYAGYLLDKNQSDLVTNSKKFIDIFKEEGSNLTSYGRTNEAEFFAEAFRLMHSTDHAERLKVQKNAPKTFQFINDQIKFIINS
# Active calls of the source: *; i = inactive; ? = inconclusive; · = not tested or not shown; & = joins results of further samples. Cut-off read from the data, not from the text of the source, unless noted: active = inhibition above about 30%; inconclusive = no clear call, values can overlap the other calls; inactive = below that.
# Value order: CCHF vOTU inh	3CLpro inhibitor	PriA SSB inh	TcdB GH inh	Y pestis TopoI	Vc quorum ag	BoNT-A LC inh2	DUSP3 inh	PfHsp40 yeast	Anthrax LF prot
> OC(CN1CCN(Cc2ccc3c(c2)OCO3)CC1)c1c[nH]c2ccccc12 (stereo unspecified)
 : 6	6	4	·	-6	0.3	-1.2	12	1.6	1
> COc1cc(C)ccc1NC(=O)Cc1csc(NC(=O)Nc2ccccc2OC)n1
 : -4	·	12	1.3	0	-5.0	-2.7	·	-0.1	-2
> COc1ccccc1N1CCN(C(c2cc3cc(C)ccc3[nH]c2=O)c2nnnn2C2CCCC2)CC1 (stereo unspecified)
 : -4	-1	-6	·	0	1.7	1.9	-5	1.5	0
> O=C(NCc1ccco1)c1ccccc1F
 : -5	-4	-5	·	11	-0.3	0.5	-2	-2.1	-3
> Cc1cccc(OCC(=O)Nc2ccc(C(=O)Nc3ccccc3C(=O)O)cc2)c1C
 : 23	5	4	0.6	12	i	-3.0	11	0.4	-2
> CC[N+]1(C)CC2CCC(C)(C1)C2(C)C (stereo unspecified)
 : -5	5	-11	0.7	3	4.3	0.1	21	0.3	-2
> CCCCN1CNC(=S)N(CCc2ccc(OCC)c(OCC)c2)C1
 : -7	4	-21	0.0	14	i	·	17	0.3	·
> COCCNC(=O)CN1CCOc2ccccc21
 : -6	-3	-5	-0.3	7	-0.2	0.0	-12	-0.5	3
> CCC(C(=O)NCc1ccc(C)cc1)c1ccccc1 (stereo unspecified)
 : -11	-5	-6	0.8	18	i	?	-6	0.0	-8
> COCCN(CCOC)C(=O)CN1C(=O)NC2(CCCc3sccc32)C1=O (stereo unspecified)
 : 3	-6	-3	-0.1	-7	-0.5	-1.8	25	0.8	-6
> CSc1ccccc1C(=O)C1CCCN(S(=O)(=O)N(C)C)C1 (stereo unspecified)
 : -12	0	-12	1.2	4	-0.5	0.1	8	-0.9	-3
> CCN(CC)C(=O)c1ccc(NS(=O)(=O)c2ccccc2)cc1
 : 5	1	8	·	-2	i	0.9	25	-1.4	2
> CCCOc1ccc(N2C(=O)CC(SCC(N)C(=O)OCC)C2=O)cc1 (stereo unspecified)
 : -7	1	-24	0.8	10	i	2.9	-22	2.2	-1
> Cc1nc(NCCO)c(C#N)c2c1COC(C)(C)C2
 : 0	-1	-11	·	-2	2.6	-0.9	5	-0.8	-4
> COc1ccc(CCC(=O)NNC(=O)c2cc(Cl)ccc2OC)cc1
 : -3	-3	10	1.5	3	-0.1	-6.2	32	0.6	-1
> O=C(O)c1ccc(NC(=S)Nc2ccccc2)cc1
 : -1	6	3&-10	-0.1	0	-1.4	-0.3	-3	-0.7	-2
> C=CCNC(=O)/C(C#N)=C/c1ccc(SC)cc1
 : -6	-3	2	1.1	5	-0.3	-0.1	28	0.9	-2
> Cc1ccccc1[C@H](NC1c2ccccc2C=Cc2ccccc21)P(=O)(c1ccccc1)c1ccccc1
 : 2	·	·	0.7	·	·	0.2	·	·	13
> CCN(Cc1ccc2c(c1)OCCO2)C(=O)CN1C(=O)NC2(CCCCC2)C1=O
 : -5	·	-2	0.8	9	i	-1.7	·	0.3	-3
> O=C(N/N=C/c1ccc(Br)o1)c1cc([N+](=O)[O-])cc([N+](=O)[O-])c1
 : -9	2	·	0.7	-2	i	-1.0	8	17	-4
> O=P(NS(=O)(=O)c1ccc(Cl)cc1)(Oc1ccccc1)Oc1ccccc1
 : 12	6	6	·	2	-8.3	-1.5	22	0.2	-1
> Cc1ccccc1-c1ccc2c(c1)O[C@@H](CN(C)Cc1ccc(C(=O)O)cc1)[C@@H](C)CN([C@H](C)CO)S2(=O)=O
 : 11	·	·	-0.4&-1.2&-0.6	22	i	-0.6	·	·	-8
> CCC(CC)C(=O)Nc1cccc(C(=O)Nc2ccc(S(=O)(=O)Nc3ccc(C)cc3)cc2)c1
 : 5	9	5	·	7	i	-0.4	18	1.6	1
> O=C(O)c1ccccc1-c1nc2ccccc2c(=O)n1O
 : -6	-4	-7	1.1	6	0.6	-0.5	17	0.5	-16
> CCCN1Cc2cccc(C(=O)NCc3ccc4c(c3)OCO4)c2C1=O
 : 13	2	-18	·	21	3.9	0.3	4	1.7	2
> CC(=O)Nc1ccccc1NC(=O)CC(C)(C)C
 : -1	2	-21	·	-3	-0.3	1.3	-5	-0.2	-2
> CCOC(=O)c1ccc(Nc2nnc3nc(C)cc(C)n23)cc1
 : -14	1	-6&-9	·	0	0.2	-0.2	-7	2.1	2
> CCC(CC)CN1CCC(CN2C(=S)NC[C@@H]2[C@@H](C)CC)CC1
 : 11	·	-11	1.3	-2	-1.4	0.2	·	-1.0	0
> Cc1ccc(C)c(CS(=O)(=O)c2cn(CC(=O)N3CCC(C)CC3)c3ccccc23)c1
 : 10	7	-10	·	9	-0.4	0.1	33	4.0	-3
> CC1(C)COC(c2coc3ccccc3c2=O)OC1
 : 3	3	2	·	-1	-0.4	-0.4	2	-1.2	-1

# Continuation.
# Value order: CCHF vOTU inh	3CLpro inhibitor	PriA SSB inh	TcdB GH inh	Y pestis TopoI	Vc quorum ag	BoNT-A LC inh2	DUSP3 inh	PfHsp40 yeast	Anthrax LF prot
> COc1ccccc1CCNC1CCC(C)CC1 (stereo unspecified)
 : -19	1	-4	·	2	-0.2	-1.0	-2	-0.7	-2
> COc1ccc(C2CC(c3ccc(OC)cc3)n3nc(N)nc3N2)cc1 (stereo unspecified)
 : -11	0	1	0.5	6	i	-0.4	16	-0.9	-2
> CC1(C)N(O)C2CCCCC2N1O (stereo unspecified)
 : 6	4	-3	·	1	-0.6	0.0	14	-0.4	-1
> CNS(=O)(=O)c1ccc(NC(=O)C(CCSC)NC(N)=O)cc1 (stereo unspecified)
 : -8	-2	-12	·	2	-6.7	-0.2	20	-0.1	-2
> CC1CCCC(C)N1C(=O)COc1ccc(C(=O)N/N=C/c2ccc(C(=O)O)cc2)cc1 (stereo unspecified)
 : -3	-1	·	-0.7	-3	0.1	0.3	9	0.7	-2
> Nc1c(C(=O)Nc2ccc(S(=O)(=O)N3CCCC3)cc2)sc2nc3cc4c(cc3cc12)CCC4
 : -5	1	1	·	0	i	6.7	51*	-0.1	2
> COC(=O)c1cn(C(=O)c2cccs2)c2ccccc12
 : 4	-11	-19	-2.0	-4	-0.2	1.0	6	2.8	1
> CCCCSC1(SCCCC)N=C(N)C2(C#N)C(c3ccccc3)NC(C)=CC12C#N (stereo unspecified)
 : 3	-2	22	·	7	0.0	0.1	27	-0.7	-1
> CC(=O)c1cccc(NC(=O)C2CCN(C(=O)c3cccs3)CC2)c1
 : -2	-1	-4	1.2	-6	-0.6	-2.2	12	1.0	-10
> COc1ccc(-c2ccc(SCC(=O)NCC3CCCO3)nn2)cc1OC (stereo unspecified)
 : 4	-1	-2&-5	0.9	-1	-0.1	0.3	-5	0.3	-5
> Cc1ccc(S(=O)(=O)OCCC2=CC(=O)CCN2Cc2ccccc2)cc1
 : -1	·	-12	2.6	12	-0.5	-0.5	·	1.3	-1
> O=C1CC(c2ccccc2)CC(O)=C1C=NCCN1CCNCC1 (stereo unspecified)
 : 2	-3	-23	·	21	0.6	0.0	-1	0.0	-1
> O=C(NCc1ccc(F)cc1)C1CCC(=O)N1C1CCCCC1 (stereo unspecified)
 : 2	-5	-4	·	6	i	0.1	30	1.2	2
> Cc1cc(C)n(-c2ccc(NC(=O)C3CCN(Cc4ccccn4)CC3)cc2)n1
 : -9	-2	-6	1.0	2	i	-2.0	38	-0.9	-1
> CCC(C)C(NC(=O)c1ccc(Cl)cc1)C(=O)O (stereo unspecified)
 : 4	-6	2	·	3	·	0.8	-5	-0.3	-5
> CCn1cc(C(=O)OC(C)C(=O)Nc2c(C)n(C)n(-c3ccccc3)c2=O)c(=O)c2ccc(C)nc21 (stereo unspecified)
 : 16	-4	-8	·	-3	1.4	-0.2	11	0.2	1
> COc1ccc(C)cc1S(=O)(=O)N1CCOCC1
 : -13	2	-21	0.9	3	0.2	-1.3	6	-0.6	-7
> O=[N+]([O-])c1ccc(/C=N/Nc2nc(N3CCCCC3)nc(N3CCCCC3)n2)cc1
 : -13	-2	·	0.2	2	0.1	2.4	43	-1.6	-6
> N#CC1=C(N)Oc2cc(N)ccc2C1c1ccc(F)cc1 (stereo unspecified)
 : 13	-1	-8	·	-3	-0.7	0.2	2	1.4	-4
> CN(Cc1ccccc1)C(=O)CN1CCN(S(=O)(=O)c2ccc(Cl)c(Cl)c2)CC1
 : 4	·	4	-0.5	3	i	0.3	·	2.2	-1
> CCOc1cccc(/C=N/NC(=S)NCCN2CCOCC2)c1O
 : 18	-2	·	-57	-7	-0.2	-0.4	29	-1.5	5
> Cc1cc2oc(=O)cc(-c3cc4ccccc4o3)c2cc1OC(=O)N(C)C
 : 2	5	-11	0.8	-7	-2.1	2.6	-8	1.9	0
> CC(=O)c1ccc2c(c1)C1C=CCC1C(C(=O)O)N2 (stereo unspecified)
 : 50*	2	16	1.2	-13	-0.2	-3.9	14	9.7	-9
> N#Cc1ccc(S(=O)(=O)N2CCCCC2c2cc(C(=O)NCc3cccnc3)no2)cc1 (stereo unspecified)
 : 7	·	·	0.6	5	i	0.0	·	·	0
> CCOc1ccc(-n2nc(C(=O)NC3CCCCC3)c3ccccc3c2=O)cc1
 : -11	-5	-5	-0.4	-4	-0.2	0.6	47	-0.1	0
> CCCNC(=O)c1ccccc1NC(=O)Cc1ccc(OC)c(S(=O)(=O)N2CCOCC2)c1
 : 7	·	7	2.4	2	i	1.6	·	-0.8	-3
> O=C(CSc1ccccc1)NCC(c1ccco1)N1CCCCC1 (stereo unspecified)
 : 4	·	-2	2.1	-9	11	-1.2	·	-1.0	-4
> O=C(Nc1ccccc1)NC1CCN(CCCN2C(=O)c3ccccc3C2=O)CC1
 : -20	3	7	·	-4	-0.4	-0.5	-2	0.2	0
> CC(C)C(NC(=O)c1ccc(S(=O)(=O)N2CCOCC2)cc1)c1nc2ccccc2[nH]1 (stereo unspecified)
 : -9	-3	-11	·	-1	14	-0.5	-7	-0.2	-3
> CCCCN(CCCC)CCCNC(=O)C1CC(c2ccc(C(F)(F)F)cc2)=NO1 (stereo unspecified)
 : 0	·	-17	1.1	15	i	-0.5	11	0.6	-1

# The list goes on:
# Value order: CCHF vOTU inh	3CLpro inhibitor	PriA SSB inh	TcdB GH inh	Y pestis TopoI	Vc quorum ag	BoNT-A LC inh2	DUSP3 inh	PfHsp40 yeast	Anthrax LF prot
> CCC(C)(C)NC(=O)C(OC(=O)c1ccco1)c1ccc(OC)cc1 (stereo unspecified)
 : -1	2	-16	-0.3	-13	-0.5	-0.6	25	0.3	-9
> COc1ccc(C)cc1NC(=O)CSc1nnc(-c2cc(C)[nH]n2)n1N
 : -1	1	-13	0.6	4	-0.4	-0.3	-1	-1.2	2
> O=P(Cc1ccccc1)(c1ccccc1)c1ccccc1
 : -9	-4	-9	·	3	-0.3	0.3	69	-0.8	0
> CCSc1ccccc1C(=O)Nc1nc2ccccc2c(=O)[nH]1
 : 8	-1	1	2.9	6	-0.2	-2.4	7	0.4	-1
> CC1(C)CC(=O)c2cc(N=C/C(C(=O)c3ccccc3)=C(\O)c3ccccc3)c(=O)oc2C1
 : -4	4	·	1.8	-12	0.1	0.2	7	0.0	9
> CCCNC(=S)N1CCC(c2nc3cc(C)c(C)cc3[nH]2)CC1
 : -6	2	15	·	-4	-0.2	-1.4	30	6.0	-2

# One compound at a time (already shown). Order of screens: CCHF vOTU inh | 3CLpro inhibitor | PriA SSB inh | TcdB GH inh | Y pestis TopoI | Vc quorum ag | BoNT-A LC inh2 | DUSP3 inh | PfHsp40 yeast | Anthrax LF prot
# CCSc1ccccc1C(=O)Nc1nc2ccccc2c(=O)[nH]1 is listed as 8 | -1 | 1 | 2.9 | 6 | -0.2 | -2.4 | 7 | 0.4 | -1
# CCC(C)(C)NC(=O)C(OC(=O)c1ccco1)c1ccc(OC)cc1 (stereo unspecified) is listed as -1 | 2 | -16 | -0.3 | -13 | -0.5 | -0.6 | 25 | 0.3 | -9

# These rows are one share of the data. The share of hits here may be higher or lower than overall.
